Assay outcomes from PubChem.
sdo1 growth – compounds rescuing growth of sdo1-depleted yeast, bone marrow failure model; S. cerevisiae sdo1-depleted JHY4D growth rescue, OD600 30 h; hits give high values; pdr5 snq2 efflux-pump mutant strain; z-score at 10 µM; hit rate 0.21% among 140,000; AID 817;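 active = z-score above 3 at both the 24 hr and the 30 hr optical density reads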;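 note: z-score against mean and SD of all compound wells on the same plate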
INS promoter inh – TRM-6 insulin promoter activity inhibition; hit rate 0.9% among 130,000; AID 1273; TRM-6 cells (human fetal islet line), insulin promoter-eGFP reporter, imaging; reporter expression induced with tamoxifen; inhibition, % at 2 µM;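 active = inhibition above the mean plus 3 SD, with well images judged a real hit on visual review, cut at about 60% in these data, passing the limit was not always enough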
sdo1 growth Rescue 24 h – also measured in sdo1 growth; calls as there; z-score; S. cerevisiae sdo1-depleted JHY4D growth rescue, OD600; measured here: growth rescue at 24 h;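 0 is the plate mean of compound wells and units are plate SD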
* = called active by the depositor; . = not tested or not shown; [ ] = remark or other dose.

SMILES	sdo1 growth	sdo1 growth Rescue 24 h	INS promoter inh
O=C(COc1ccc(OCc2ccccc2)cc1)NC1CCOC1=O (stereo not given)	-0.1	-1.1	-17
Cc1ccc(C2(C)NC(=O)N(CC(=O)c3ccc(Cl)s3)C2=O)cc1 (stereo not given)	0.52	-0.02	-3
COc1ccccc1NC(=O)CC1C(=O)Nc2c1c(=O)n(C)c(=O)n2C (stereo not given)	0.48	0.09	.
Cc1nnc(C)n1/N=C/c1ccc(C(C)C)cc1	-0.19	-0.55	-50
Cc1ccc(NC(=O)CN2C(=O)/C(=C3\SC(=S)N(C4CCS(=O)(=O)C4)C3=O)c3ccccc32)cc1 (stereo not given)	-0.85	0.26	.
CSCCC(NC(=O)c1ccccc1)C(=O)NCc1ccco1 (stereo not given)	0.55	-0.69	-33
O=C(CSc1nn(-c2ccc(F)cc2)c(=S)s1)NC1CCS(=O)(=O)C1 (stereo not given)	.	.	-6
CCOc1ccc(S(=O)(=O)NCCC2=CCCCC2)c2ccccc12	-0.73	-0.38	12
CCc1c(C(=O)O)[nH]c2ccc(Br)cc12	0.61	0.81	.
Cc1ccc(CSC(Nc2ccc(F)cc2)=C(C#N)C#N)cc1	-0.86	-1.5	27
Cc1cc(C)nc(N(C#N)S(=O)(=O)c2ccc(Br)cc2)n1	12*	10*	-13
COc1ccc(N2CCN(c3nc4ccccn4c(=O)c3C=O)CC2)cc1	0.16	-0.57	7
O=C(Nc1nc(-c2cccs2)cs1)c1cccc(S(=O)(=O)N2CCCCCC2)c1	-0.26	0.23	.
CC(C)n1c(NCc2cccs2)nc2ccccc21	0.87	0.38	.
COc1ccc(/C=N/NC(=O)c2ccc(O)cc2)cc1CN1CCCc2ccccc21	-0.46	-0.82	.
O=C(Nc1cccnc1)c1ccc(-c2ccccc2)cc1	.	.	-75
O=C1OCC2=C1C(c1ccccc1)CC(=O)N2c1cccc(F)c1 (stereo not given)	.	.	18
CCOC(=O)c1c(CC(C)C)csc1NC(=O)CCl	-0.82	-1.4	-9
Cc1nc2nc[nH]n2c(=O)c1NS(C)(=O)=O	1.1	1.7	29
c1ccn2c(c1)nc1c2nc2ccccn21	-0.28	-0.84	21
COC(=O)C1SCC2C(=O)N(Cc3ccc(Cl)cc3)CC(=O)N21 (stereo not given)	.	.	-9
Cc1ccc(-c2nnn(CC(=O)NCCc3ccc4c(c3)OCO4)n2)o1	0.02	-0.22	18
CCCCc1nc(N)c(C#N)c(-c2ccco2)c1CCC	-0.78	-0.29	-8
CC(C)Cc1csc(NC(=O)c2ccccc2Cl)c1C(=O)O	0.29	0.17	-28

Quoted from the listing for reference:
SMILES	sdo1 growth	sdo1 growth Rescue 24 h	INS promoter inh
Cc1ccc(CSC(Nc2ccc(F)cc2)=C(C#N)C#N)cc1	-0.86	-1.5	27
Cc1cc(C)nc(N(C#N)S(=O)(=O)c2ccc(Br)cc2)n1	12*	10*	-13
COc1ccc(N2CCN(c3nc4ccccn4c(=O)c3C=O)CC2)cc1	0.16	-0.57	7
O=C(Nc1nc(-c2cccs2)cs1)c1cccc(S(=O)(=O)N2CCCCCC2)c1	-0.26	0.23	.
CC(C)n1c(NCc2cccs2)nc2ccccc21	0.87	0.38	.
COc1ccc(/C=N/NC(=O)c2ccc(O)cc2)cc1CN1CCCc2ccccc21	-0.46	-0.82	.
O=C(Nc1cccnc1)c1ccc(-c2ccccc2)cc1	.	.	-75
O=C1OCC2=C1C(c1ccccc1)CC(=O)N2c1cccc(F)c1 (stereo not given)	.	.	18
CCOC(=O)c1c(CC(C)C)csc1NC(=O)CCl	-0.82	-1.4	-9
Cc1nc2nc[nH]n2c(=O)c1NS(C)(=O)=O	1.1	1.7	29
c1ccn2c(c1)nc1c2nc2ccccn21	-0.28	-0.84	21
COC(=O)C1SCC2C(=O)N(Cc3ccc(Cl)cc3)CC(=O)N21 (stereo not given)	.	.	-9
Cc1ccc(-c2nnn(CC(=O)NCCc3ccc4c(c3)OCO4)n2)o1	0.02	-0.22	18
CCCCc1nc(N)c(C#N)c(-c2ccco2)c1CCC	-0.78	-0.29	-8
CC(C)Cc1csc(NC(=O)c2ccccc2Cl)c1C(=O)O	0.29	0.17	-28

Other entries follow.
SMILES	sdo1 growth	sdo1 growth Rescue 24 h	INS promoter inh
Cc1cc(C(=O)CSc2ncccn2)c(C)n1-c1cccc(F)c1	-0.54	-0.65	12
NC1=NC(=O)/C(=C/c2cn(CCC(=O)O)nc2-c2ccc(F)cc2)S1	0.05	-0.3	-4
CCS(=O)(=O)N1Cc2ccccc2CC1C(=O)Nc1nc2ccc(F)cc2s1 (stereo not given)	-0.46	0.76	37
O=C(O)[C@@H]1CCCN1C(=O)c1ccco1	0.28	0.05	29
CCCc1nc2ccccc2c(=O)n1-c1ccc(C(=O)OCC)cc1	.	.	52
CCOC(=O)C(NC(=O)c1ccc(OC)cc1)(Nc1cc(C)on1)C(F)(F)F (stereo not given)	-0.34	-0.64	-30
CCOC(=O)C1C(=O)C=C(c2ccc(C)cc2)CC1c1cccc([N+](=O)[O-])c1 (stereo not given)	-0.74	-0.71	.
Cc1cccn2c(N)c(-c3ccccc3)nc12	-0.87[21.2 µM]	-1	.
O=C(COc1cc(Cl)c(Cl)cc1Cl)NC(=O)Nc1ccc2c(c1)OCCO2	-0.17	-0.14	4
O=c1c2ccccc2nc(-c2ccc(F)cc2)n1NCc1ccccc1O	.	.	-86
CC1CCCCC1NC(=O)COC(=O)c1ccc2ccccc2n1 (stereo not given)	.	.	50
CC(=O)c1c(C)nc2ccccn12	0.76	0.74	-10

One compound at a time (already shown):
`O=C(CSc1nn(-c2ccc(F)cc2)c(=S)s1)NC1CCS(=O)(=O)C1` (stereo not given) is listed with sdo1 growth: .; sdo1 growth Rescue 24 h: .; INS promoter inh: -6
`CCOC(=O)c1c(CC(C)C)csc1NC(=O)CCl` is listed with sdo1 growth: -0.82; sdo1 growth Rescue 24 h: -1.4; INS promoter inh: -9

The list continues.
SMILES	sdo1 growth	sdo1 growth Rescue 24 h	INS promoter inh
COc1ccccc1NC(=O)Nc1ccnn1C1CCCCC1	1.2	2.6	4
O=C(NCCOc1ccccc1Cl)c1cc(F)c(F)cc1Cl	0.05	0.05	55
Cc1ccc2nc(-c3ccc(NC(=O)CCN4C(=O)c5ccccc5C4=O)cc3)sc2c1	0.31	1.5	.
CCOC(=O)C1=C(c2ccccc2)NC(=S)NC1c1ccc(Cl)c([N+](=O)[O-])c1 (stereo not given)	-0.86	-1	5
COc1ccc(Br)cc1S(=O)(=O)N1CC(C)OC(C)C1 (stereo not given)	0.06	-0.09	-48
Cc1ccc(C2/C(=C(\O)c3ccc4c(c3)OCCO4)C(=O)C(=O)N2CCCN(C)C)o1 (stereo not given)	6.9*	6.3*	.
Cc1ccc(NC(=O)CC2SC(=NC3CCCCC3)NC2=O)cc1 (stereo not given)	0.48	0	-364
O=c1[nH][nH]c(C(F)(F)F)c1C=Nc1ccc(Cl)cc1	0.5	-0.16	7
Cc1ccc(CNC(=O)c2ccc(Cn3nc(C)c(Cl)c3C)o2)cc1	-2.4	-1.1	14
C=CCn1c2ccccc2c2nnc(SCC(=O)NC(C(=O)OC)C(C)C)nc21 (stereo not given)	0.47	0.73	-65
COc1ccc2c(c1)CC/C(=C/c1cc(OC)c(OC)c(OC)c1)C2=O	.	.	-29
COc1ccccc1CNCc1cc(OC)c(OC)cc1OC	-0.52	-1	-114
CCOc1ccc(C2N(c3cc(C)on3)C(=O)C3CCCN32)cc1OC (stereo not given)	1.2	1.4	-120
CCNC(=O)N1C(=O)C2(OCCO2)c2ccccc21	-0.42	-1.1	.
CC(C)CNC(=S)NC(=O)c1ccc([N+](=O)[O-])cc1	-2.5	-1.5	.
CC(=O)Nc1ccc(S(=O)(=O)N2CCN(C(=O)N3CCOCC3)CC2)cc1	0.17	-0.56	-44
CCN(CC)CCNS(=O)(=O)c1ccc(Cl)cc1	0.74	0.81	.
CC(NC(=O)c1ccc(C(C)(C)C)cc1)C(=O)O (stereo not given)	1.2	1.1	25
O=C(NC(=S)Nc1ccccc1)c1ccc(Br)o1	.	.	29
COc1ccc(NC(=O)c2ccco2)cc1NC(=O)c1cccs1	0.31	0.14	-273
COc1ccc2c(c1)C1NC(=S)N[C@@](C)(O2)C1C(=O)Nc1ccccc1 (stereo not given in full)	1.2	1.2	50
CC(C)(CO)N=C1NS(=O)(=O)c2cc([N+](=O)[O-])ccc21	1.1	0.82	15
CCn1c(Cc2ccc(OC)cc2)nnc1SCC(=O)NC1CCCCC1	-0.66	-1.7	-64
Cc1ccccc1NC(=S)NNC(=O)c1ccoc1C	-0.76	-0.82	-56
O=[N+]([O-])c1cc2c(cc1[N+](=O)[O-])OCCOCCOCCOCCO2	.	.	-25
CCOC(=O)C1CCN(CC(=O)Nc2c(C(=O)OC)[nH]c3cccc(C)c23)CC1	0.86	1.1	12
Cc1ccccc1NC(=O)CSc1nn2c(=O)c(C)nnc2s1	.	.	17
CCOc1ccc(/C(O)=C2/C(=O)C(=O)N(CCOCCO)C2c2ccc(F)cc2)cc1 (stereo not given)	0.94	1.2	-18
Cc1nn(C(C)(C)C)c(N)c1-c1ccccc1	-0.5	-0.74	45
CC(=O)c1c(N(C)C)ccnc1C(F)(F)F	0.53	-0.18	.
N#Cc1c(NC(=O)Cn2cnc3ccccc3c2=O)oc(-c2ccccc2)c1-c1ccccc1	-0.84	-0.14	-100
CC(C)N1CCC(=NNC(=O)c2ccc(Br)o2)CC1	1.8	0.34	.
COc1ccc(OC)c(NC(=O)CSc2ncnc3c2cnn3-c2ccccc2Cl)c1	-0.89	-0.69	-210
CC(=O)Nc1ccc(NC(=O)Cn2nc([N+](=O)[O-])c(Br)c2C)cc1	.	.	50
COC(=O)[C@@H](NC(=O)Nc1cccc(Br)c1)C(C)C	-0.24	-1.4	13
O=S(=O)(c1cccc2c(S(=O)(=O)N3CCCC3)cccc12)N1CCCC1	-0.83	-0.06	16
Cc1c(C)[n+](=O)c(-c2ccco2)c(C)n1[O-]	0.72	0.21	.
COc1ccc(/C=C2\SC(=O)N(CCNC(=O)C3CC(=O)N(c4ccccc4)C3)C2=O)cc1 (stereo not given)	-0.7	-0.38	-3
Cc1ccc(-n2nc(C)c3c(=O)[nH]c(C(F)(F)F)nc32)cc1	-0.3	1.4	-22
O=C(N/N=C/c1cccc(Oc2ccccc2)c1)c1ccccc1Br	-1.6	-0.53	.
S=c1[nH]nc(COc2ccccc2)n1/N=C/c1ccccn1	-0.5	-0.87	24
COc1ccccc1NC(=O)Cn1c(=O)n2nc(C)nc2c2ccccc21	0.95	0.58	.
O=C(CSc1nnc2ccccn12)Nc1ccc2c(c1)OCO2	.	.	-36
C=CCNc1nc(C)nc(OC)n1	0.16	0.53	.
CC(=O)c1c(C(C)=O)c(C)n(C2CCCCC2)c1C	1.9	2.6	-3
CC1C/C(=N\NC(=O)CCc2ccc(S(=O)(=O)N3CCOCC3)cc2)CC(C)(C)C1 (stereo not given)	0.5	0.46	-62
Cc1cc(C)n(/N=C/c2cccs2)c(=O)c1C#N	1.9	1.3	.
COc1ccc(Cl)cc1NC(=S)Nc1ccccc1F	.	.	10
CCc1ccc(-c2nn(-c3cc(Cl)ccc3[N+](=O)[O-])c(=O)c3ccccc23)cc1	-1.1	1.1	-54
O=C(CCCn1cc([N+](=O)[O-])cn1)NC1CCCCCC1	.	.	-4
O=S(=O)(/N=C(/c1ccccc1)N1CCCCC1)c1ccccc1	0.16	0.24	-87
Cc1cccc(NC(=S)N/N=C2\CC(C)(C)Oc3ccc(O)cc32)c1	-0.11	-0.49	.
COc1ccc(OC)c(NC(=S)NCc2cccnc2)c1	0.04	0.2	-7
COC(=O)c1c(NC(=O)c2ccc(N(C)S(=O)(=O)c3ccc(C)cc3)cc2)sc2c1CCCC2	1.1	1	13
CC(NC(=O)Nc1ncccn1)(C(F)(F)F)C(F)(F)F	0.92	1.2	23
Cc1ccc(C(=O)N/N=C\c2cccn2C)cn1	0.81	1.3	-33
Cc1ccnc(NC(=O)CCC(=O)N(CC(=O)NCc2ccccc2)Cc2cccs2)c1	.	.	-139
CNC(=O)N(O)C1N(C)C(=O)N(CC(=O)OC)C1(C)C (stereo not given)	-0.01	-0.71	6
CSCCC(NC(=O)c1cccc(S(=O)(=O)N2CCOCC2)c1)C(=O)Nc1ccc(F)cc1 (stereo not given)	1.2	1.8	3
CCC(=O)Nc1ccc(NC(=O)c2cccc(OC)c2)nc1	0.47	0.04	24

(further entries)
SMILES	sdo1 growth	sdo1 growth Rescue 24 h	INS promoter inh
CC(C)CC(=O)Nc1nnc(SCC(=O)NCc2ccc3c(c2)OCO3)s1	.	.	9
COc1ccc(C(=O)NCCNC(C)=O)cc1S(=O)(=O)NCc1ccc(Cl)cc1	0.05	-0.35	.
Cc1cccc2c(=O)cc(C)n(Cc3ccccc3)c12	-0.73	-0.87	-19
CC(=O)Nc1ccc(S(=O)(=O)N2CCN(c3cc(C)nc4ccccc34)CC2)cc1	0.43	0.6	21
NC(=O)Cn1c(-c2nonc2N)nc2ccccc21	.	.	43
CCOC(=O)c1nn(-c2ccc(Cl)cc2)c2nc(Nc3ccccc3)cc(=O)n12	-1.3	-0.62	-10
COc1cccc(C(=O)NC(=S)Nc2ccccc2N2CCCC2)c1	.	.	-43
O=S(=O)(c1cc(Cl)ccc1Cl)N1CC2CCCN2c2ccc(C(F)(F)F)cc21 (stereo not given)	-1.1	-1.2	-50
COc1ccc(/C=C/C(=O)NCc2cn(C)nc2C)cc1COc1ccc(Cl)cc1Br	-1.5	0.05	-24
O=C(CSc1nnc(SCc2cccc3ccccc23)s1)N/N=C/C=C/c1ccccc1[N+](=O)[O-]	-0.33	0.78	0
CCCCC(CC)C1OCC(C[N+]2(C)CCOCC2)O1 (stereo not given)	1.1	0.94	0

A portion of the library; the hit share may differ from the screen's.
